EP2 antag – blocks the human prostaglandin E2 receptor EP2; C6 glioma cells expressing human EP2, cAMP TR-FRET; cells stimulated with saturating PGE2; inhibition, % at 25 µM; hit rate 0.52% among 260,000;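 active = percent inhibition above 40 after rounding to a whole number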;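 note: rat C6 glioma host cells with rolipram phosphodiesterase inhibitor present; the protocol text gives 20 µM as final concentration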
Target sequence (P43116 whole entry, looked up): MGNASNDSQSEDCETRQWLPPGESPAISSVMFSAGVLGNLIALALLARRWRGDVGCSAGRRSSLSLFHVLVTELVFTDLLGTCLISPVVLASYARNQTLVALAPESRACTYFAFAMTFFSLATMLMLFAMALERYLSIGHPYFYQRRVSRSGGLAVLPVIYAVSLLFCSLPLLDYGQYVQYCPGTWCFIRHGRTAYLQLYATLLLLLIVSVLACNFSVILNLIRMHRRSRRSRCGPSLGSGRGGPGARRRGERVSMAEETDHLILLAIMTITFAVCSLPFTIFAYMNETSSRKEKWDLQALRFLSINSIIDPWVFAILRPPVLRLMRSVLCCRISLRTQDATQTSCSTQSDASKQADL
Wee1 stabilizer – human Wee1 degradation inhibition, primary screen; HeLa Luc-Wee1K328M stability, luciferase luminescence; 100% = proteasome inhibitor MG132 effect; hit rate 1.2% among 220,000; P30291; reporter increase, % at 5 µM; AID 1321;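 active = activation above the mean of all tested compounds plus 3 SD, set per screening run, cut at about 8.8% in these data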;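 note: cells exposed to compound for 20 h before luminescence read; 0% = DMSO alone and 100% = MG132 at 30 µM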
FXIa inh – factor XIa (human) inhibition. inhibition, % at 5 µM. P03951. hit rate 0.14% among 220,000. purified FXIa, Boc-Glu-Ala-Arg-AMC fluorogenic substrate;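 active = inhibition of at least 40%; inactive = inhibition below 40%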;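 note: fluorescence of freed AMC excited at 355 nm; 0% = enzyme without compound and 100% = no enzyme blank; many of its hits are not listed in these tables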
Target sequence (P03951 19-387 limits assumed): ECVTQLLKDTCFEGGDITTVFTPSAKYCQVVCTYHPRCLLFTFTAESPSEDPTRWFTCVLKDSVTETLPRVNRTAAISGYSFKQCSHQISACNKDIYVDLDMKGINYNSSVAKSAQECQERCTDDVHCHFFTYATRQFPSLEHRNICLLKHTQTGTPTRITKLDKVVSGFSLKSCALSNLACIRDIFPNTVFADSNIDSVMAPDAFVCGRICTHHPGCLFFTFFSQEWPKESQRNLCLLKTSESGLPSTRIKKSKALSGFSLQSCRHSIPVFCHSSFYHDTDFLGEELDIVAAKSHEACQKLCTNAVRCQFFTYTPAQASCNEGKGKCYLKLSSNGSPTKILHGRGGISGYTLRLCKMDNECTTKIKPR
Target sequence (P03951 388-625 limits assumed): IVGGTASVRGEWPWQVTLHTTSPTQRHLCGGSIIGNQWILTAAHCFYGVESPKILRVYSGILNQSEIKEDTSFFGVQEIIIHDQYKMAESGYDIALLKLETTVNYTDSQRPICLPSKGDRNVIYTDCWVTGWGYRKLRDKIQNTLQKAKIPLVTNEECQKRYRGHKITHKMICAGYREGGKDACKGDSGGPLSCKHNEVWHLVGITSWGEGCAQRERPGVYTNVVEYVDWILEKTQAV
Tb hexokinase – blocks Trypanosoma brucei hexokinase 1 activity; recombinant TbHK1, G6PDH-coupled NADH A340; inhibition, % at 10 µM; hit rate 0.11% among 220,000;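 active = inhibition of 50% or more in the single-dose primary screen; inactive = inhibition below 50%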
L929 necroptosis – blocks zVAD induced death of L929 cells. L929 zVAD necroptosis rescue, ATP luminescence, 24 h; with zVAD 60 µM. viability rescue, % at 10 µM. hit rate 0.38% among 220,000. AID 1377;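 active = activation, scaled between plate controls, above about 75%, limit read from the data; inactive = activation under that limit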;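 note: 0% = zVAD with DMSO and 100% = DMSO alone without zVAD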
CHOP inhibitor – inhibitors of CHOP induction in ER stress response; CHO-K1 CHOP-promoter luciferase, tunicamycin-induced, 15-18 h; inhibition, % at 10 µM; hit rate 3.8% among 220,000;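 active = compounds that reduced the stress-induced luciferase reporter signal by more than about 70% of percent inhibition, limit read from the data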;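 note: 0% = tunicamycin plus vehicle and 100% = wells without tunicamycin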
FXIIa inh – inhibitors of human coagulation factor XIIa; purified FXIIa, Boc-QGR-AMC fluorogenic substrate, 2 h; P00748; inhibition, % at 5 µM; hit rate 0.3% among 220,000; in the data active = inhibition above about 40%;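 note: 0% = enzyme with no compound and 100% = blank without enzyme; many of its hits are not listed in these tables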
TNF necrop inh – blocks TNF-alpha induced death of Jurkat FADD-/- cells. Jurkat FADD-/- TNF necroptosis rescue, ATP luminescence, 24 h; 0 = TNF only, 100 = no-TNF cells. activation (protection from cell death), % at 10 µM. hit rate 0.068% among 220,000;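 active = activation, meaning protection from cell death, of at least 50% relative to plate controls; inactive = activation below 50%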;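 note: necroptosis triggered by 40 ng/mL TNF-alpha added together with compound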
PPC-1+TRAIL kill – PPC-1 cancer cell killing with TRAIL present; PPC-1 cells + TRAIL, ATPLite viability luminescence; cell killing (% activity), % at 4 µM; hit rate 0.41% among 220,000; AID 1443;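 active = cell killing above 50% in the first pass at 4 µM, then a duplicate retest at 5 µM averaging 50% or more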;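 note: plate controls were cells with TRAIL plus DMSO for no effect and medium-only wells lacking cells for full effect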
* marks the source's active call; other numbers are inactive results; x = no result given; & = joins results of further samples. Some of the compounds tested. The share of hits here may be higher or lower than overall.

Structure | Wee1 stabilizer | FXIa inh | L929 necroptosis | Tb hexokinase | FXIIa inh | EP2 antag | PPC-1+TRAIL kill | CHOP inhibitor | TNF necrop inh
C/C(=N\NC(=O)OC(C)(C)C)c1ccc[nH]1 | 1 | -2 | 1.2 | -3 | 7 | 6 | 26 | 23 | -0.1
Cc1nn(C)cc1S(=O)(=O)Nc1ccc2c(c1)OCCO2 | -2 | -5 | 0.2 | -1 | 4 | 9 | 1 | 12 | 0.6
N#Cc1cc2ccccc2nc1SCC(=O)Nc1ccccc1N1CCOCC1 | -1 | 10 | 0.0 | 1 | 21 | x | -8 | 6 | 2.8
CC1CCCN(C(C(=O)Nc2ccc(C(C)C)cc2)c2ccc3c(c2)OCO3)C1 (stereo not given) | 0 | 6 | 0.7 | 7 | 13 | 6 | 2 | 70 | 2.8
CCOC(=O)CSc1nnc(NC(=O)c2cccc(S(=O)(=O)N3CCCCCC3)c2)s1 | 0 | -13 | 0.1 | -5 | -4 | 12 | -23 | 16 | 0.0
O=C(Nc1cccnc1)c1cc2c(ccc3ccccc32)o1 | 5 | -5 | -0.1 | -5 | 4 | 17 | 36 | 7 | -2.2
CCOC(=O)c1cnc(-n2nc(C)cc2C)nc1NCc1ccccc1 | 0 | 6 | 1.7 | -7 | 9 | 7 | 19 | -80 | -4.1
COc1cccc(/C=N\NC(=O)C2C(=O)NCC2c2ccccc2)c1O (stereo not given) | 0 | 7 | 2.2 | -1 | 9 | 17 | 18 | 50 | -8.3
O=[N+]([O-])c1cccc(/C=N/NC2CCS(=O)(=O)C2)c1 (stereo not given) | 1 | 2 | -0.2 | -12 | 9 | 6 | 0 | -12 | 1.4
CCOC(=O)c1[nH]c(C)c(C(=O)Nc2ccc3c(c2)OCCO3)c1C | -2 | -4 | 6.1 | -5 | 4 | 5 | 12 | 41 | -0.6
Cc1ccccc1C(=O)N/N=C/c1ccc([N+](=O)[O-])s1 | -1 | -1 | 9.4 | -6 | 15 | 17 | 25 | 59 | -21
O=C1CC(N2CCOCC2)C(=O)N1CCc1ccccc1 (stereo not given) | -2 | 6 | -0.3 | 1 | 18 | 9 | 0 | 30 | -3.1
COCCNC(=O)C(c1cccnc1)N(Cc1ccccc1)C(=O)Cn1nnc2ccccc21 (stereo not given) | -1 | 18 | 0.3 | 6 | 8 | 4 | -13 | -23 | -0.5
COc1cccc(-c2noc(-c3ccc(Br)o3)n2)c1 | -2 | -4 | 0.1 | -4 | 6 | 20 | 20 | 32 | 0.0
CSc1nc2[nH]ncc2c(=O)n1-c1ccccc1 | 1 | 6 | 1.1 | 29 | 15 | 7 | 38 | 4 | 0.5
O=C(Cn1cnc2ccccc21)c1ccc(Br)cc1 | -1 | -6 | 4.3 | 4 | 6 | 8 | 11 | 4 | 0.1
Cc1nc(NCc2ccccn2)c2c3c(sc2n1)CCCC3 | 0 | 0 | -0.4 | 13 | 8 | 10&7 | x | 28 | -0.2
Cc1ccc(N(Cc2cc3ccc(C)cc3[nH]c2=O)C(=O)c2ccco2)cc1 | 2 | -1 | -0.8 | -11 | 6 | 2 | 28 | -12 | 0.5
S=C(NCc1cccs1)Nc1cccc(Cl)c1 | 1 | -3 | 0.7 | 4 | 9 | 9 | 14 | 32 | -7.1
Cc1ccsc1C(=O)c1sccc1C | -1 | 6 | 0.9 | -5 | 2 | 5 | 10 | -8 | 6.0
CCC(=O)NCCc1nc2ccccc2n1CC | 0 | -4 | 1.2 | -1 | 9 | 12 | 0 | -4 | 0.7
CCc1cccc2c(C(=S)N3CCOCC3)c[nH]c12 | -3 | -7 | 41 | -6 | 5 | 3 | -6 | 10 | 2.7
NNC(=O)CSc1ncc(-c2ccccc2)[nH]1 | 0 | 2 | 0.3 | -6 | -1 | 9 | 21 | -10 | -0.3
CC1(C)Cc2nc3oc4c(NCc5ccccc5)ncnc4c3cc2CO1 | -2 | -1 | 5.2 | -4 | 8 | x | 5 | 20 | 3.1
Cc1c(C)c2cc(Cl)c(O)c(CN3CCCCC3)c2oc1=O | -2 | -51 | -0.2 | -18 | -103 | 17 | 6 | -10 | -0.1
Cc1cc(=O)n(C)c(=O)n1CCCCCN1CCCC1 | 6 | 8 | 0.1 | -5 | 12 | 14 | 21 | 5 | -0.9
O=C(N1CCOCC1)N1c2ccccc2CC(N2CCOCC2)c2ccccc21 (stereo not given) | 1 | -10 | 0.8 | -8 | 6 | 25 | 7 | 21 | -0.5
Cc1ccc(Cl)cc1NC(=O)CCC(=O)O | 5 | -1 | 0.8 | -8 | 3 | 10 | 19 | 0 | -1.0
CNC(=S)N/N=C/c1cn(Cc2ccc(F)cc2)c2ccccc12 | 5 | 5 | 0.9 | -22 | 8 | 11 | 10 | 46 | 1.1
CC(C)(C)NC(=O)COC(=O)c1cc(S(=O)(=O)N2CCCCC2)ccc1N1CCOCC1 | -1 | 2 | -0.6 | -10 | 8 | 9 | 13 | -8 | 1.5
CN1CCN(S(=O)(=O)c2cc([N+](=O)[O-])ccc2N/N=C/c2ccc(Cl)cc2)CC1 | 3 | 10 | -0.4 | -13 | 11 | 13 | 10 | 67 | 0.6
CC1=CCP(=O)(c2ccccc2)C1 (stereo not given) | -2 | -1 | 0.2 | -3 | -9 | 16 | 7 | 72* | -0.9
C#CCSc1nnc(-c2cc3c(C(F)(F)F)nn(C)c3s2)n1C | 6 | 6 | 1.6 | 0 | 16 | 13 | -6 | 1 | -2.3
Cc1nnc(SCC(=O)N/N=C/c2cn(-c3ccccc3)nc2-c2ccc(F)cc2)n1-c1ccccc1 | 0 | -7 | 1.5 | -2 | 5 | 17 | -5 | 97* | -1.4
Cc1nn(C)c(C)c1NC(=O)c1ccc(Cl)cc1 | 1 | 7 | 0.7 | -1 | 11 | 8 | 24 | -18 | 0.9
Cc1c(NC(=S)N/N=C/C=C/c2ccccc2)c(=O)n(-c2ccccc2)n1C | 1 | 6 | 0.8 | -79 | 9 | 12 | -15 | 28 | 0.6
CCOc1ccc(Nc2oc(-c3ccccc3Cl)nc2C#N)cc1 | -1 | 4 | 0.6 | -27 | 11 | 5 | 12 | 61 | -7.6
CCCCCCC1(C)NC(=S)N(c2ccccc2)N1 (stereo not given) | 2 | -3 | -2.0 | 0 | 8 | 5 | 12 | -13 | 0.0
Cc1ccc(-n2c(N)c(S(=O)(=O)c3ccccc3)c3nc4ccccc4nc32)cc1 | -3 | 7 | -0.6 | 2 | -2 | 9 | x | 5 | -1.8
COC(=O)C1C2C=CC(C3CC23)C1C(=O)OCC(=O)c1ccccc1 (stereo not given) | 1 | -7 | 0.5 | 3 | -2 | 9 | 18 | 34 | -0.9
Cc1nc(SCC(=O)NCc2ccc(F)cc2)c2c(=O)n(C)c(=O)n(C)c2n1 | -1 | 4 | 0.3 | 2 | 7 | 14 | 10 | 8 | -0.6
Cc1cccnc1NC(=S)NCc1ccco1 | 0 | -3 | -0.8 | -3 | 7 | 3 | 11 | 0 | -2.2
CCCCn1c2c(c(=N)c3ccccc31)CCC2 | 0 | 3 | -0.7 | -39 | 11 | 7 | 1 | 10 | -8.7
COC(=O)c1c(NC(=O)COC(=O)c2ccccc2O)sc2c1CCCCC2 | -2 | 10 | 1.0 | -5 | 8 | 3 | -8 | 10 | -1.5
CCOc1ccc(CCNC(=O)c2cc3sccc3n2CC)cc1OCC | 1 | 5 | 1.0 | -7 | -4 | 11 | 3 | 12 | -1.0
C[C@H](NC(=O)c1ccccc1Cl)C(=O)OC(C(=O)Nc1cc(C(F)(F)F)ccc1Cl)c1ccccc1 (stereo not given in full) | -1 | 3 | 0.6 | 5 | 13 | 8 | 16 | 49 | 1.4
CC1(C)CC(=O)c2cc(OCC(=O)NCc3cccnc3)ccc2O1 | -1 | -1 | -0.1 | 9 | 5 | 9 | 5 | -4 | -0.4
COCCCNC(=O)CSc1nc2sc(C(=O)OC)c(C)c2c(=O)n1N | 1 | -6 | 0.7 | -17 | 4 | 6 | -3 | -8 | 2.1
COc1ccc(C(=O)N2CCN=C2c2ccccc2)cc1OC | 6 | 6 | 0.1 | 6 | 16 | 12 | -2 | -17 | 0.0
CCOC(=O)C(=O)NNc1cccc(C)c1C | -2 | 8 | 0.7 | -6 | 10 | 14 | -1 | 7 | 0.5

Record cards, from the list above. Order of screens: Wee1 stabilizer	FXIa inh	L929 necroptosis	Tb hexokinase	FXIIa inh	EP2 antag	PPC-1+TRAIL kill	CHOP inhibitor	TNF necrop inh
Listed for O=[N+]([O-])c1cccc(/C=N/NC2CCS(=O)(=O)C2)c1 (stereo not given) = 1	2	-0.2	-12	9	6	0	-12	1.4
Listed for O=C(N1CCOCC1)N1c2ccccc2CC(N2CCOCC2)c2ccccc21 (stereo not given) = 1	-10	0.8	-8	6	25	7	21	-0.5

Other structures follow.
Structure | Wee1 stabilizer | FXIa inh | L929 necroptosis | Tb hexokinase | FXIIa inh | EP2 antag | PPC-1+TRAIL kill | CHOP inhibitor | TNF necrop inh
COCCN1Cc2cccc(C(=O)NC(C)CCc3ccco3)c2C1=O (stereo not given) | -4 | 2 | 0.7 | 7 | 14 | 9 | -11 | 11 | 0.1
O=C(CCN1C(=O)c2ccccc2C1=O)C1=NN[C@@H]2C(=O)N(c3cccc(F)c3)C(=O)[C@H]12 | -1 | -12 | 0.7 | -14 | 0 | 5 | 3 | -29 | 1.4
O=C(c1cccc(C(F)(F)F)c1)N1CCN(C2CCCCC2)CC1 | -1 | 6 | -0.3 | 2 | 6 | 8 | -7 | 21 | -0.1
O=C(c1ccc(Cl)cc1)n1c(NCc2ccccc2)n[nH]c1=S | -1 | -3 | -0.7 | -5 | 11 | 4 | 12 | 2 | 3.5
COc1ccc(C2N(c3ccc(OC)cc3)C(=O)C3CCCN32)cc1 (stereo not given) | 3 | -8 | -0.2 | 6 | 3 | 5 | -10 | 32 | 0.3
Cc1ccc(N(Cc2ccc(C(=O)NN=C3CCN(C)CC3)cc2)S(C)(=O)=O)cc1C | 3 | 3 | 1.2 | 14 | 13 | 7 | 0 | 28 | 0.1
CCOc1cc(C2NC(=O)NC(O)(C(F)(F)F)C2C(=O)c2ccc(Cl)cc2)ccc1O (stereo not given) | 1 | 8 | -0.1 | 0 | 27 | 14 | 2 | 24 | -4.4
Cc1nn(-c2ccccn2)c2nc(-c3cccs3)cc(C(=O)NCc3ccco3)c12 | 0 | -1 | 0.2 | -40 | 5 | 30 | -11 | -30 | -7.4
COc1cccc(NC(=O)CCCOc2cc(=O)n(C)c3ccccc23)c1 | -3 | 9 | 0.5 | 12 | 25 | 0 | 27 | -7 | -0.7
COc1ccc(-c2ccc(S(=O)(=O)N3CCOCC3)cc2)cc1 | 0 | 0 | 1.2 | -7 | 14 | 4 | -4 | 4 | 0.6
O=c1c2cnn(-c3ccccc3)c2ncn1CCc1ccccc1 | 0 | -1 | x | 7 | -1 | 2 | 17 | -1 | 0.7
CCOP(=O)(CC(C(C)=O)C(O)c1ccccc1)OCC (stereo not given) | 3 | 4 | -0.6 | -9 | 13 | 11 | 27 | -8 | 2.6
COC(=O)c1sc2nc(-c3ccco3)ccc2c1N | 0 | -3 | 1.5 | -22 | -4 | 1 | 14 | -31 | -2.9
Cc1ccc(CNC(=O)C(=O)NCC2CCCO2)cc1 (stereo not given) | 0 | 9 | -0.5 | 1 | 14 | 12 | 13 | 33 | -1.7
COCCCNC(=O)CCS(=O)(=O)Cc1ccc(C)cc1 | -1 | 4 | -0.1 | -3 | 13 | 15 | 19 | -14 | -3.8
CC(=O)NCCOC(=O)Nc1ccncc1 | 4 | -8 | 1.0 | -7 | 4 | 6 | 3 | 39 | 0.6

Assay outcomes: PubChem, several laboratories
